High-throughput results (PubChem BioAssay)
NSD2 block – blocks human NSD2 histone methyltransferase activity. O96028. NSD2-SET H3K36me1 DELFIA fluorescence, biochemical. inhibition, % at 12.5 µM. actives 0.07% (n = 44,000). AID 624260; in the data active = inhibition above about 54%, passing the limit was not always enough;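 also: inhibitors reduce the monomethyl H3K36 fluorescence signal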
Target sequence (O96028 whole entry, looked up): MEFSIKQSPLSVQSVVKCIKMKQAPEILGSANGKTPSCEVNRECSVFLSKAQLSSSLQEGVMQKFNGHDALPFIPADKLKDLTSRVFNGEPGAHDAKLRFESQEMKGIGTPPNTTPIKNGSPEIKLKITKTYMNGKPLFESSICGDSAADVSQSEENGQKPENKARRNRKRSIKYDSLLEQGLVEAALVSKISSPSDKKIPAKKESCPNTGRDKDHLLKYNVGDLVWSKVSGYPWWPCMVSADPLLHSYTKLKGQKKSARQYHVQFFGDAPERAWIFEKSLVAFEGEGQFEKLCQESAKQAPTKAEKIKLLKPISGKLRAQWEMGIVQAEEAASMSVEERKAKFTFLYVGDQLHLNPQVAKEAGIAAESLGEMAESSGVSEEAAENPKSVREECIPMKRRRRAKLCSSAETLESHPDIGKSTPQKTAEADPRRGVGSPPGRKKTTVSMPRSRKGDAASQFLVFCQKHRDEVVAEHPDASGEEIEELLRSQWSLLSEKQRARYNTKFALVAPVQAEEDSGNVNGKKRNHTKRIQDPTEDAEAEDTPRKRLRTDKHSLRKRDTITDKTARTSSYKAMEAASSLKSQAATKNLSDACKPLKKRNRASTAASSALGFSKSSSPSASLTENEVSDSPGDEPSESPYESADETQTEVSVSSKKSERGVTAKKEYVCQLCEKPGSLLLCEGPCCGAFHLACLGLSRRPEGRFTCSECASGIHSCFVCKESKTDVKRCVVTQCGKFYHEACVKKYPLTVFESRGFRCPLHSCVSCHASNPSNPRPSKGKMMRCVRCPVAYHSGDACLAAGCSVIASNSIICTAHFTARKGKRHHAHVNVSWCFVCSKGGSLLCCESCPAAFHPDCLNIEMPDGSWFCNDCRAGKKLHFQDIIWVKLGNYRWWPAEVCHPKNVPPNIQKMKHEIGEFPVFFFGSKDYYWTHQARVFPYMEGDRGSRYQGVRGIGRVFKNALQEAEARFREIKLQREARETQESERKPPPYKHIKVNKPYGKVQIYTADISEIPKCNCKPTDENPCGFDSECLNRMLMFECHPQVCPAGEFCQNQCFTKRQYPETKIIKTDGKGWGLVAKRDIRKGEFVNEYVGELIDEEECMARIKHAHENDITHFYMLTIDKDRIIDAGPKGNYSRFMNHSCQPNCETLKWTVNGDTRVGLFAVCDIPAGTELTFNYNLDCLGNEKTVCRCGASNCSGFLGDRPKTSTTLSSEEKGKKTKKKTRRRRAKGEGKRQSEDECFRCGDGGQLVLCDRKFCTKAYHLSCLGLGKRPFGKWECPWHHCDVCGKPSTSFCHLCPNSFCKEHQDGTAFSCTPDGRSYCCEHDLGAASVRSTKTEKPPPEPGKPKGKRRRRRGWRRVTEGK
Active calls of the source: *; & = joins results of further samples. This is a subset; count on the stated rates, not on these rows.

| NSD2 block | SMILES |
| --- | --- |
| -3.6 | C[C@@H]1CN([C@H](C)CO)C(=O)Cc2cc(NC(=O)Nc3ccc(C(F)(F)F)cc3)ccc2O[C@@H]1CN(C)Cc1ccc(C(=O)Nc2ccccc2N)cc1 |
| 0.7&3.7 | O=C(O)C1=C[C@H](c2csc3ccccc23)C[C@H](OCCCCO)O1 |
| 1.8 | Cc1ccccc1-c1cnc2c(c1)C(=O)N([C@@H](C)CO)C[C@H](C)[C@H](CN(C)CC1CCOCC1)O2 |
| -0.6 | C[C@H]1CN([C@@H](C)CO)S(=O)(=O)c2ccc(C#Cc3ccncc3)cc2O[C@H]1CN(C)C(=O)C1CCOCC1 |
| -0.3 | Cc1ccc(S(=O)(=O)Nc2ccc3c(c2)CC(=O)N([C@@H](C)CO)C[C@H](C)[C@@H](CN(C)S(=O)(=O)c2ccccc2)O3)cc1 |
| 0.5 | CC(C)C#Cc1cnc2c(c1)C(=O)N([C@@H](C)CO)C[C@@H](C)[C@H](CN(C)C(=O)c1ccccc1)O2 |
| -3.6 | O=S(=O)(N[C@@H]1CCCN(Cc2ccc(OCCO)cc2)C1)c1cccc(F)c1 |
| 3.2 | C[C@H](CO)N1C[C@H](C)[C@@H](CN(C)C(=O)c2ccccn2)Oc2ncc(-c3ccccc3)cc2C1=O |
| 1.0 | C[C@@H]1CCCCO[C@@H](CN(C)CC2CCCCC2)[C@H](C)CN([C@@H](C)CO)C(=O)c2cc(NC(=O)Cc3ccccc3)ccc2O1 |
| 4.2 | CC(C)NC(=O)Nc1ccc2c(c1)C(=O)N([C@H](C)CO)C[C@H](C)[C@@H](CN(C)S(=O)(=O)c1cccs1)OCCCC[C@H](C)O2 |
| -33.9 | COCC(=O)N(C)C[C@@H]1Oc2cc(-c3ccccc3)ccc2S(=O)(=O)N([C@H](C)CO)C[C@H]1C |
| 3.4 | C[C@@H]1CN([C@@H](C)CO)C(=O)c2cc(NS(=O)(=O)c3cn(C)cn3)ccc2O[C@@H](C)CCCCO[C@H]1CN(C)C(=O)c1ccccc1 |
| -4.7 | CC(C)NC(=O)N(C)C[C@@H]1Oc2cc(C#C[C@@H](C)O)ccc2S(=O)(=O)N([C@H](C)CO)C[C@H]1C |
| -0.6 | COc1ccc(NC(=O)N(C)C[C@H]2OCCCC[C@@H](C)Oc3ccc(NC(=O)NC4CCCCC4)cc3C(=O)N([C@@H](C)CO)C[C@H]2C)cc1 |
| -2.5 | COc1cccc(-c2cnc3c(c2)C(=O)N([C@@H](C)CO)C[C@@H](C)[C@H](CN(C)CC2CCOCC2)O3)c1 |
| 4.0 | COc1cc(O)cc(OC)c1/C=N/NC(=O)CCCCCCC(=O)Nc1ccccc1O |
| -12.6 | C[C@H]1CN([C@@H](C)CO)S(=O)(=O)c2ccc(C#Cc3ccc(F)cc3)cc2O[C@H]1CN(C)C(=O)NC1CCCC1 |
| 0.9 | COCC#Cc1ccc2c(c1)O[C@H](CN(C)Cc1cncnc1)[C@@H](C)CN([C@@H](C)CO)S2(=O)=O |
| 12.6 | CCCNC(=O)N(C)C[C@@H]1Oc2ncc(C#Cc3ccncc3)cc2C(=O)N([C@@H](C)CO)C[C@@H]1C |
| -3.1 | C[C@H](CO)N1C[C@H](C)[C@@H](CN(C)C(=O)C2CCOCC2)Oc2ncc(C#Cc3cccc(F)c3)cc2C1=O |
| -7.7 | Cc1noc(C)c1NC(=O)Nc1ccc2c(c1)CC(=O)N([C@@H](C)CO)C[C@@H](C)[C@H](CN(C)Cc1ccc(Oc3ccccc3)cc1)O2 |
| 5.3 | CNC[C@H]1Oc2cc(C#CCOC)ccc2S(=O)(=O)N([C@@H](C)CO)C[C@@H]1C |
| -2.3 | C[C@H](CO)N1C[C@H](C)[C@H](CN(C)S(=O)(=O)c2cn(C)cn2)Oc2ccc(NC(=O)CCCN(C)C)cc2C1=O |
| -5.2 | COc1ccc(NC(=O)Nc2cccc3c2O[C@@H](CN(C)S(=O)(=O)c2cccs2)[C@H](C)CN([C@@H](C)CO)C3=O)cc1 |
| -0.3 | Cc1ccc(S(=O)(=O)N(C)C[C@H]2OCCCC[C@H](C)Oc3ccc(NC(=O)c4ccccc4)cc3C(=O)N([C@@H](C)CO)C[C@@H]2C)cc1 |
| 3.1 | CNC[C@@H]1Oc2ccc(NS(=O)(=O)c3ccc(F)cc3)cc2CC(=O)N([C@H](C)CO)C[C@H]1C |
| 0.3 | Cc1ccc(S(=O)(=O)N(C)C[C@H]2Oc3ccc(NC(=O)NC(C)C)cc3CC(=O)N([C@@H](C)CO)C[C@H]2C)cc1 |
| 3.8 | C[C@H](CO)N1C[C@H](C)[C@@H](CN(C)S(=O)(=O)c2ccc(Cl)cc2)Oc2c(NS(=O)(=O)c3ccc(Cl)cc3)cccc2C1=O |
| -0.8 | C[C@H]1CN([C@@H](C)CO)C(=O)c2cccc(NC(=O)c3ccncc3)c2O[C@H]1CN(C)S(=O)(=O)c1ccccc1 |
| -0.2 | C[C@@H]1CN([C@@H](C)CO)C(=O)c2cc(NC(=O)Nc3cccc4ccccc34)ccc2O[C@@H](C)CCCCO[C@@H]1CN(C)Cc1ccc(C(=O)O)cc1 |
| 4.1 | C[C@@H]1CN([C@@H](C)CO)C(=O)CCCn2nncc2CO[C@H]1CN(C)Cc1ccccc1O |
| 3.5 | Cc1noc(C)c1S(=O)(=O)Nc1ccc2c(c1)C(=O)N([C@H](C)CO)C[C@@H](C)[C@@H](CN(C)Cc1ccccc1)OCCCC[C@@H](C)O2 |
| -4.5 | O=S(=O)(c1cccc(F)c1)N1CCN(Cc2ccc(OCCO)cc2)CC1 |
| 0.6 | COc1ccc(S(=O)(=O)Nc2cccc3c2O[C@H](CN(C)C(=O)Nc2c(C)noc2C)[C@H](C)CN([C@H](C)CO)C3=O)cc1 |
| 2.5 | C[C@@H]1CN([C@@H](C)CO)C(=O)c2cc(NC(=O)Nc3ccc4c(c3)OCO4)ccc2O[C@H]1CN(C)C(=O)Nc1ccc(F)cc1 |
| 30.8 | COc1ccc(S(=O)(=O)Nc2ccc3c(c2)C(=O)N([C@@H](C)CO)C[C@H](C)[C@@H](CN(C)C(=O)Nc2ccccc2)OCCCC[C@@H](C)O3)cc1 |
| -5.3 | Cc1ccc(S(=O)(=O)N(C)C[C@@H]2Oc3c(NC(=O)C4CC4)cccc3C(=O)N([C@@H](C)CO)C[C@@H]2C)cc1 |
| 1.9 | COc1ccc(NC(=O)Nc2ccc3c(c2)CC(=O)N([C@@H](C)CO)C[C@H](C)[C@@H](CN(C)C)O3)cc1 |
| 4.7 | CNC[C@@H]1Oc2ncc(-c3ccc(OC)cc3)cc2C(=O)N([C@@H](C)CO)C[C@H]1C |
| 1.1 | C[C@H]1CN([C@@H](C)CO)C(=O)c2cc(NS(=O)(=O)c3ccc(F)cc3)ccc2O[C@H]1CN(C)Cc1ccc(C(=O)O)cc1 |
| -2.2 | C[C@@H]1CN([C@H](C)CO)C(=O)c2cccc(NC(=O)NC3CCCCC3)c2O[C@H]1CN(C)C |
| 0.5 | COCC#Cc1ccc2c(c1)O[C@@H](CN(C)Cc1ccccc1)[C@@H](C)CN([C@H](C)CO)S2(=O)=O |
| -1.1 | C[C@H]1CN([C@@H](C)CO)C(=O)c2cc(NC(=O)Cc3cn(C)c4ccccc34)ccc2O[C@H]1CN(C)Cc1ccc2c(c1)OCO2 |
| -6.0 | C[C@@H]1CN([C@H](C)CO)S(=O)(=O)c2ccc(-c3ccncc3)cc2O[C@@H]1CN(C)C(=O)CC1CC1 |
| 1.9 | Cc1ccc(S(=O)(=O)N(C)C[C@@H]2Oc3ccc(N(C)C)cc3C(=O)N([C@@H](C)CO)C[C@@H]2C)cc1 |
| 0.2 | C[C@H](CO)N1C[C@H](C)[C@H](CN(C)C(=O)NC2CCCCC2)Oc2ccc(NS(=O)(=O)c3ccc(Cl)cc3)cc2CC1=O |
| 8.8 | O=[N+]([O-])c1ncn(Cc2ccccn2)n1 |
| 20.2 | O=C1O[C@H](c2ccccc2)[C@H](c2ccccc2)N2[C@H]1[C@@H](C(=O)Nc1nc3ccccc3s1)[C@]1(C(=O)Nc3ccc(C#CCCO)cc31)[C@H]2c1ccc(OCCO)cc1 |
| -4.6 | C/C=C/c1ccc2c(c1)O[C@H](CN(C)C(=O)C1CCC1)[C@H](C)CN([C@H](C)CO)S2(=O)=O |
| -2.3 | COC(=O)C(CC#Cc1ccc2c(c1)[C@]1(C(=O)N2)[C@H](c2ccc(OCCO)cc2)N2[C@H](c3ccccc3)[C@H](c3ccccc3)OC(=O)[C@H]2[C@@H]1C(=O)N1CCN(c2ncccn2)CC1)C(=O)OC |

Continued.
| NSD2 block | SMILES |
| --- | --- |
| -0.5 | Cc1cc(C)c2c(=O)cc(C(F)(F)F)oc2c1 |
| 1.4 | Cc1ccc(S(=O)(=O)N(C)C[C@@H]2OCCCC[C@H](C)Oc3ccc(NS(=O)(=O)c4c(C)noc4C)cc3C(=O)N([C@@H](C)CO)C[C@@H]2C)cc1 |
| 1.9 | C[C@H](CO)N1C[C@H](C)[C@H](CN(C)CC2CC2)Oc2c(NS(=O)(=O)c3ccc(Cl)cc3)cccc2C1=O |
| -5.3 | COc1ccc(S(=O)(=O)Nc2ccc3c(c2)C(=O)N([C@H](C)CO)C[C@@H](C)[C@H](CN(C)C(=O)Cc2ccccc2)OCCCC[C@@H](C)O3)cc1 |
| -4.5 | COc1ccc(NC(=O)Nc2ccc3c(c2)[C@@H]2C[C@H](CC(=O)N4CCN(C)CC4)O[C@H](CO)[C@@H]2O3)cc1 |
| 1.6 | COc1ccc(-c2cc3c(c(-c4ccc(Oc5ccccc5)cc4)n2)[Si](C(C)C)(C(C)C)OC3)cn1 |
| -1.2 | COCC(=O)N(C)C[C@@H]1Oc2ncc(C#Cc3cccnc3)cc2C(=O)N([C@H](C)CO)C[C@H]1C |
| 29.4 | COc1ccc(S(=O)(=O)Nc2ccc3c(c2)C(=O)N([C@H](C)CO)C[C@H](C)[C@H](CN(C)Cc2ccc(Oc4ccccc4)cc2)O3)cc1 |
| -1.7 | O=C1N[C@@H](Cc2ccccc2)C(=O)N2[C@@H]1C[C@@H](C(=O)NCc1ccc(F)cc1)[C@H]2c1ccc(O)cc1 |
| -5.7 | C[C@H](CO)N1C[C@H](C)[C@@H](CN(C)CC2CC2)Oc2c(NS(=O)(=O)c3cn(C)cn3)cccc2C1=O |
| 0.4 | C[C@@H]1CN([C@@H](C)CO)S(=O)(=O)c2ccc(C#C[C@@H](C)O)cc2O[C@@H]1CN(C)C |
| 0.5 | COCC#Cc1cnc2c(c1)C(=O)N([C@@H](C)CO)C[C@H](C)[C@H](CN(C)C(=O)c1cccc(F)c1)O2 |
| 0.1 | C[C@H](CO)N1C[C@H](C)[C@@H](CN(C)C(=O)Nc2ccccc2)Oc2ccc(NC(=O)Nc3ccc(F)cc3)cc2CC1=O |
| 2.3 | C[C@@H]1CN([C@@H](C)CO)C(=O)c2cccc(NC(=O)Nc3ccc4c(c3)OCO4)c2O[C@H]1CN(C)CC1CC1 |
| 1.2 | C[C@H]1CN([C@@H](C)CO)S(=O)(=O)c2ccc(C#Cc3cccnc3)cc2O[C@H]1CN(C)CC1CCOCC1 |
| -0.8 | C[C@H](CO)N1C[C@H](C)[C@@H](CN(C)C(=O)c2ccncc2)OCCCC[C@H](C)Oc2ccc(N(C)C)cc2C1=O |
| -1.7 | Cc1noc(C)c1NC(=O)N(C)C[C@@H]1Oc2ccc(NC(=O)NC3CCCCC3)cc2C(=O)N([C@H](C)CO)C[C@H]1C |
| 0.1 | C[C@@H]1CN([C@H](C)CO)C(=O)c2cc(-c3ccc(C(=O)N(C)C)cc3)cnc2O[C@H]1CN(C)C(=O)c1cccnc1 |
| -1.6 | C[C@H](CO)N1C[C@H](C)[C@@H](CN(C)CC2CCOCC2)Oc2cc(C#Cc3cccnc3)ccc2S1(=O)=O |
| 5.9 | C[C@H](NC(=O)C[C@@H]1C[C@H]2c3cc(N(C)C)ccc3O[C@H]2[C@H](CO)O1)c1ccccc1 |
| 2.9 | O=C(O)CCCCCCC(=O)N/N=C/c1ccc[nH]1 |
| -0.4 | C[C@@H]1CN([C@H](C)CO)C(=O)Cc2cc(NC(=O)CCC(F)(F)F)ccc2O[C@H]1CN(C)C(=O)Nc1cccc2ccccc12 |
| -3.2 | C[C@H](CO)N1C[C@H](C)[C@H](CN(C)C(=O)Nc2cccc3ccccc23)Oc2c(NS(=O)(=O)c3ccc(F)cc3)cccc2C1=O |
| 2.5 | C[C@@H]1CN([C@@H](C)CO)C(=O)Cc2cc(NC(=O)CCC(F)(F)F)ccc2O[C@H]1CN(C)Cc1ccc(C(=O)O)cc1 |
| -4.6 | COc1ccc(CCN(C)CCCC(C#N)(c2cc(OC)c(OC)c(OC)c2)C(C)C)cc1OC (centres undefined) |
| 2.3 | C[C@H](CO)N1C[C@H](C)[C@@H](CN(C)Cc2ccc(C(=O)O)cc2)Oc2ccc(NC(=O)NC3CCCCC3)cc2C1=O |
| 0.7 | C[C@@H]1CN([C@H](C)CO)C(=O)c2cc(C#CCc3ccccc3)cnc2O[C@H]1CN(C)C(=O)C1CCCCC1 |
| 1.8 | C[C@@H]1CN([C@H](C)CO)C(=O)c2cc(NS(C)(=O)=O)ccc2O[C@@H](C)CCCCO[C@@H]1CN(C)Cc1ccc(C(F)(F)F)cc1 |
| 8.1 | C[C@@H]1CN([C@H](C)CO)C(=O)c2cc(C#CC(C)(C)O)cnc2O[C@@H]1CN(C)C(=O)c1ccccc1F |
| -0.2 | CN(C)CC(=O)Nc1ccc2c(c1)[C@@H]1C[C@@H](CC(=O)NCc3ccccn3)O[C@@H](CO)[C@@H]1O2 |
